Source: PubChem (several laboratories)
NS5 inhibitors = Dengue-2 NS5 methyltransferase inhibitors, primary screen, biochemical, confirmation dose response (AID 588689); inhibition, % at 25 µM, or IC50 in µM where a hit was titrated; Dengue-2 NS5 methyltransferase capping enzyme assay, biochemical; higher % means a stronger effect; 340,000 compounds, 0.3% hits; in the data active = a potency from the dose series; inconclusive = inhibition above about 29% without an active follow-up result
West Nile antiviral = West Nile virus antiviral activity, cell-based, CPE readout (AID 1621); West Nile virus-infected cells, CPE inhibition; higher % means a stronger effect; CPE inhibition, % at 10 µM; hits with a dose series show IC50 in µM; 290,000 compounds, 0.02% hits; in the data active = a potency from the dose series; inconclusive = CPE inhibition mostly from about 3.7% at the one dose, without a potency; inactive = the rest, 99 in 100 with CPE inhibition below about 2.2%; also: strong numbers were not always called active
NTR1 ag = agonists of NTR1, primary screen, imaging, U2OS cells, beta-arrestin-GFP, high content (AID 493036); activation, % at 20 µM; P30989; 330,000 compounds, 0.17% hits; NTR1-U2OS beta-arrestin-GFP spot imaging, agonist mode;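 active = activation at or above 40% of the spot to cytoplasm intensity ratio, with at least 20 cells analyzed; inconclusive = wells under 20 cells, flagged as cytotoxic or low count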;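 also: 0% = DMSO without peptide and 100% = 100 nM NTR1 peptide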
Target sequence (P30989 whole entry, looked up): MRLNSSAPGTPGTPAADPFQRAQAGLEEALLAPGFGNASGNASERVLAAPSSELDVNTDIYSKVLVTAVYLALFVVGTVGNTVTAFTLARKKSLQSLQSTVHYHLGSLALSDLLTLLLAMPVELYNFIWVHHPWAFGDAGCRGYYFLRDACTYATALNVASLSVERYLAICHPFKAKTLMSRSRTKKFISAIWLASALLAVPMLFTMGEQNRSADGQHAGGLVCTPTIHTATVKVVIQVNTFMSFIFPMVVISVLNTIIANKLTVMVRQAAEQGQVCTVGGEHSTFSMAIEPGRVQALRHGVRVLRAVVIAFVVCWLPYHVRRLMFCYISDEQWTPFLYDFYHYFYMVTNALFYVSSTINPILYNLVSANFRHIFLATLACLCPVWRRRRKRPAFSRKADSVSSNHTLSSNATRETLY
RSV CPE inhibition = RSV antiviral activity via CPE protection, HEp-2 cells, primary 10 µM value included (AID 2391) | HEp-2 cells, RSV-induced CPE inhibition; higher % means a stronger effect | CPE inhibition, % at 10 µM; hits with a dose series show IC50 in µM | 310,000 compounds, 0.13% hits; in the data active = a potency from the dose series; inconclusive = CPE inhibition mostly from about 23% at the one dose, without a potency; inactive = the rest, 99 in 100 with CPE inhibition below about 21%; also: strong numbers were not always called active
Large T inhibition = SV40 large T antigen inhibitors, biochemical (AID 1903); SV40 large T antigen ATPase/helicase inhibition assay; higher % means a stronger effect; one-dose inhibition, % at 20 µM; IC50 in µM for titrated hits; 310,000 compounds, 0.39% hits; in the data active = a potency from the dose series; inconclusive = inhibition mostly from about 32% at the one dose, without a potency; inactive = the rest, 99 in 100 with inhibition below about 32%; also: strong numbers were not always called active
Rac1 GTP hydrolysis = MgcRacGAP GTPase-activating activity inhibitors, confirmation, biochemical, ADP Hunter fluorescence. MgcRacGAP-stimulated Rac1 GTP hydrolysis, ADP Hunter fluorescence; higher % means a stronger effect; GST-tagged Rac1 F28L mutant substrate. one-dose inhibition, % at 30 µM; IC50 in µM for titrated hits. 340,000 compounds, 0.6% hits. AID 624330;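 active = first-screen hits whose inhibition reached a set limit at any dose in the follow-up dose series; inconclusive = inhibition above the set first-screen limit but never retested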;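 also: fluorescence reports GDP produced by GAP-driven GTP hydrolysis; strong numbers were not always called active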
AID2073 = disruptors of CaV2.2 binding to Mint1 – biochemical, HTRF (AID 2073) | HTRF protein-protein interaction, Mint1-CaV2.2; higher % means a stronger effect | one-dose inhibition, % at 20 µM; IC50 in µM for titrated hits | 290,000 compounds, 0.19% hits; in the data active = inhibition mostly above about 51%, no sharp cut-off; inconclusive = no clear call, values can overlap the other calls; inactive = mostly below about 53%; also: some results filed as inactive read as strong as hits
UTI89 phage lysis = protection from phage-mediated lysis, alamar blue read-out – E. coli UTI89, K1F phage, bacterial capsule biogenesis inhibitors (AID 488966); E. coli UTI89 K1F phage lysis, alamar blue, 2 h; higher % means a stronger effect; inhibition, % at 100 µM; hits with a dose series show IC50 in µM; 340,000 compounds, 0.02% hits;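 active = phage lysis inhibition, versus mean bacterial control, above a set limit; inconclusive = no clear call, values can overlap the other calls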;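 also: capsule biogenesis inhibitors block K1F phage lysis so surviving cells raise fluorescence; higher fluorescence means more inhibition of phage lysis; actives were called in the ten point dose series up to 300 µM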
SIAH1 antagonists = Siah-1 peptide-binding antagonists, primary screen, biochemical, fluorescence polarization, rhodamine-plectin, uHTS (AID 1817) | Siah-1 / rhodamine-plectin peptide fluorescence polarization; higher % means a stronger effect | displacement, % at 20 µM; hits with a dose series show IC50 in µM | 290,000 compounds, 0.02% hits;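 active = displacement of at least 50% at 20 µM, with a fluorescence ratio check between 0.3 and a set limit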;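 also: plate controls were Siah plus tracer with DMSO for no effect and tracer alone without Siah for full effect; strong numbers were not always called active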
NTR1 ag cell count 20 µM = also measured in NTR1 ag; calls as there; cell count; measured here: cell count, cytotoxicity flag
NS5 inhibitors pilot replicate = further read-out of NS5 inhibitors, marked with its call; inhibition, %; measured here: pilot screen replicate inhibition
* marks the source's active call; other numbers are inactive results; ? = inconclusive; nt = no result given; [ ] = remark or other dose.

SMILES	NS5 inhibitors	West Nile antiviral	NTR1 ag	NTR1 ag cell count 20 µM	RSV CPE inhibition	Large T inhibition	Rac1 GTP hydrolysis	AID2073	UTI89 phage lysis	SIAH1 antagonists	others
Cc1ccccc1C(=O)N1CCC(C(=O)Nc2ccc3c(c2)OCO3)CC1	nt	-0.5%	-0.4	85	1.6%	6%	3%	-5%	-0.4%	-4%
CN1CCC(CNC(=O)Nc2ccccc2)(c2ccccc2)CC1	-2%	0.6%	0.1	43	0.5%	10%	10%	-3%	0.1%	10%
COc1cc(C(C(=O)NCC2CCCO2)N(C(=O)Cn2nnc3ccccc32)c2ccc(C(C)=O)cc2)ccc1O (stereo not drawn)	-2%	0.1%	-0.8	46	1.8%	-1%	6%	4%	0.4%	3%
O=C(N/N=C/c1cn(-c2ccccc2)nc1-c1ccc(F)cc1)c1ccc2c(c1)OCO2	-6%	0.0%	-1.5	49	1.8%	15%	-3%	4%	-0.1%	0%
Cn1nnnc1NCc1c(F)cccc1Cl	-3%	-0.5%	1.2	49	1.4%	1%	1%	-6%	0.3%	-4%
COc1ccc(S(=O)(=O)NCc2csc(C)n2)cc1	-3%	0.4%	0.7	43	1.7%	19%	16%	15%	0.5%	2%
Cc1ccc(S(=O)(=O)CCC(=O)OCCOc2cccc(Br)c2)cc1	-6%	nt	-3.2	35	2.3%	nt	4%	nt	0.0%[50 µM]	nt
O=C(CSc1nccc(=O)[nH]1)Nc1ccc(N2CCOCC2)cc1	8%	-0.7%	0.2	68	-0.1%	10%	15%	9%	1.9%[50 µM]	-3%
CC1(C)C=Cc2cc(-c3coc4cc(O)cc(O)c4c3=O)cc(O)c2O1	-2%	-0.1%	10	71	6.9%	17%	-1%	nt	-0.5%	nt
COc1ccc(O[C@H]2C=C[C@@H](c3ccccc3)O[C@@H]2CO/N=C/C[C@@H]2C=C[C@H](OC(C)=O)[C@@H](COC(C)=O)O2)cc1	nt	nt	-3.0	90	-0.6%	2%	nt	-3%	nt	-8%
Cc1ccc(Sc2ccncc2S(N)(=O)=O)cc1	-8%	0.1%	1.7	39	0.7%	-4%	7%	6%	4.8%	16%
COc1cc([N+](=O)[O-])ccc1NC(=O)NN1CCN(C)CC1	-11%	0.0%	0.4	40	1.4%	4%	2%	-4%	-0.3%[50 µM]	0%
COc1ccc(-c2ccc(=O)n(CC(=O)NCc3ccco3)n2)cc1	-2%	0.8%	2.6	42	3.5%	12%	16%	15%	1.3%	1%
CC(C)/C=C/CN1CCC(Oc2ccc(C(=O)N3CCCC3)cc2)CC1	-6%	-0.5%	1.1	56	-0.5%	18%	6%	7%	0.0%	-2%
COc1ccc(NC(=O)N(C)C[C@H]2Oc3ccc(NC(=O)Nc4ccc(C(F)(F)F)cc4)cc3C(=O)N([C@H](C)CO)C[C@@H]2C)cc1	2%	nt	8.2	52	nt	nt	3%	nt	0.2%	nt	NS5 inhibitors pilot replicate=-3.3
O=C(Nc1ccc2oc(-c3ccccc3)nc2c1)c1ccco1	-2%	-0.3%	4.2	67	9.1%	7%	8%	?	0.1%[50 µM]	2%
COc1cc(CNC2CCCC2)cc(OC)c1	2%	0.2%	0.3	56	-0.3%	5%	16%	4%	1.2%	-1%
CC(C)(C)OC(=O)C[C@H]1C/C=C\C[C@@H](CC(=O)N(CCO)Cc2ccccc2)C(=O)N2CCC[C@@H]2COC1=O	9%	nt	-1.7	56	nt	nt	0%	nt	1.2%	nt
CCCn1c(=O)c(C(=O)N/N=C/c2ccccc2F)c(O)c2ccccc21	-2%	-0.6%	-0.4	45	0.8%	4%	6%	18%	0.3%	-3%
COc1ccc(NC2c3ccccc3C(=O)N2Cc2ccc3c(c2)OCO3)cc1 (stereo not drawn)	25%	-0.3%	2.0	53	17%	27%	-6%	-4%	0.0%	1%
COc1ccc2oc(C(=O)OCC(=O)NCC3CCCO3)c(C)c2c1 (stereo not drawn)	-4%	nt	0.3	71	0.5%	10%	2%	nt	-1.1%	nt
ON=C1c2ccccc2-c2ccccc21	3%	0.1%	0.0	80	8.8%	6%	4%	10%	0.1%	3%
O=C(c1cc2sccc2n1Cc1ccccc1)N1CCc2ccccc21	8%	1.1%	3.6	64	5.9%	-6%	8%	7%	1.5%	5%
COc1ccc(S(=O)(=O)NCC(c2ccc(F)cc2)N2CCN(C)CC2)cc1 (stereo not drawn)	6%	nt	1.8	59	-3.1%	25%	5%	nt	1.6%[50 µM]	nt
Cc1cc(C)n2nc(SCC(=O)N(C)Cc3ccccc3)nc2n1	-4%	1.9%	0.2	60	2.5%	2%	-4%	-3%	-2.2%	-4%
COc1ccc(S(=O)(=O)N2CCC(C(=O)N(C)Cc3ccc(C)o3)CC2)cc1OC	-3%	nt	-0.8	89	0.8%	nt	3%	nt	0.1%[50 µM]	nt
Cc1ccc(C2(c3noc(CN(C)CCO)n3)CCCC2)cc1	-9%	-0.1%	0.1	59	-0.3%	6%	-1%	6%	0.3%	2%
Cc1ccc(-c2csc3ncnc(-n4cnc5ccccc54)c23)cc1	2%	-0.4%	0.1	55	1.0%	12%	8%	8%	1.4%	1%
CCOCC(=O)Nc1ncc(S(=O)(=O)c2ccc([N+](=O)[O-])cc2)s1	1%	1.8%	1.2	51	0.6%	1%	2%	8%	-2.6%	0%
O=C(O)CCNC(=O)/C(=C\C=C\c1ccccc1)NC(=O)c1ccccc1	-11%	0.3%	0.2	73	0.1%	nt	7%	-1%	1.0%	-8%
O=C(Cc1ccc(Cl)cc1)Nc1ccncc1	0%	-2.1%	0.6	59	-0.8%	nt	5%	15%	0.3%	3%
COC(=O)C(Cc1ccccc1)NC(=O)CNC(=O)c1ccc(Br)o1 (stereo not drawn)	4%	nt	-0.6	63	-0.3%	nt	-3%	nt	0.6%[50 µM]	nt
Nc1nc2ccccc2n1C(=O)c1ccccc1	-10%	-0.2%	-2.4	75	-0.8%	nt	-6%	-6%	0.1%	0%
Cc1ccccc1-c1ncc(CN2CCC(CO)(CCCc3ccccc3)CC2)cn1	2%	-1.2%	-1.1	33	11%	14%	3%	?	0.5%	-1%
COCc1cc(CN2CCN(C)CC2)c(O)c2ncccc12	-1%	0.0%	2.4	69	-2.0%	-6%	5%	-3%	0.0%	-10%
Cc1ccccc1OCc1nnc(SCc2cc(=O)[nH]c3ccccc23)n1-c1ccccc1	-3%	-1.9%	9.1	29	3.7%	-12%	6%	20%	-0.6%	3%
NC(=O)C1CCN(c2nc(C3CC3)nc3c2nnn3Cc2ccccc2Cl)CC1	-3%	-0.5%	11	43	2.5%	8%	7%	36%	0.2%	-3%
CCCn1c(SCC(=O)NCC2CCCO2)nc2c1c(=O)n(C)c(=O)n2C (stereo not drawn)	-3%	-0.1%	0.9	79	2.7%	1%	10%	2%	0.6%	0%	NS5 inhibitors pilot replicate=-1.5
O=C(Nc1ccc(F)cc1)c1ccc(CSc2ccc(Cl)cc2)o1	0%	-0.5%	3.9	55	13%	7%	11%	-20%	1.4%	4%
C=CCc1ccccc1OCC(=O)OCCNC(=O)c1cccnc1	4%	0.4%	0.7	74	-0.7%	16%	2%	-2%	-0.5%	3%
Cc1cccc(C)c1Nc1nnc(SCC(=O)c2ccc(Br)s2)s1	-1%	-0.6%	3.9	47	?	22%	5%	1%	2.7%	8%
CCN(CC)c1ccc(NC(=O)c2ccco2)cc1	-3%	-0.9%	0.1	48	3.5%	5µM*	?	-11%	8.2%	1%
O=C(Nc1nc(-c2ccccn2)cs1)c1ccc(F)c(S(=O)(=O)N2CCOCC2)c1	12%	nt	7.9	53	0.9%	nt	5%	nt	0.9%[50 µM]	nt
Cc1ccc(/C=N/Nc2ccc3ccccc3n2)o1	2%	-1.7%	0.7	59	-4.1%	12%	18%	-2%	0.8%	9%
C#CCOCCOCCOCCNc1nc(N2CCN(C(=O)[C@H](CCCCN)n3cc(C(N)CO)nn3)CC2)nc(N2CCN(C(=O)[C@H](CCC(=O)O)n3cc(C(N)CC(C)C)nn3)CC2)n1 (stereo partly drawn)	nt	0.1%	1.6	64	nt	nt	nt	4%	nt	-3%
Cn1c(Cc2ccccc2)nnc1SCC(=O)NC1CCCCC1	-2%	0.0%	1.0	51	0.2%	0%	7%	9%	1.5%	2%
Cn1c(=O)c2c(ncn2CC(=O)OCC(=O)Nc2ccccc2Cl)n(C)c1=O	-5%	0.2%	-2.2	56	1.1%	7%	6%	0%	1.1%[50 µM]	0%
CCOC(=O)c1csc(NC(C)=O)n1	2%	1.1%	1.3	37	4.2%	-17%	5%	-10%	0.1%	0%
Cc1ccc(-c2noc(CN(C)C(=O)c3ccoc3C)n2)cc1	-2%	-1.2%	4.5	39	8.8%	12%	1%	10%	0.3%	1%
CCCCC(=O)NC(c1ccccc1)c1ccc2cccnc2c1O (stereo not drawn)	-4%	?	0.9	57	0.4%	9%	6%	13%	0.8%	-9%
O=CN1CCN(C(=S)NC(=O)c2ccc(Cl)cc2)CC1	-4%	-0.4%	1.0	64	nt	nt	-6%	-5%	-0.1%	-1%
CCOc1ccc(S(=O)(=O)N(CC)CC)cc1NC(=O)c1ccc(N2CCCC2=O)cc1	-4%	?	0.3	67	4.0%	21%	4%	0%	0.1%	3%
COC(=O)c1ccc(C2C(C(=O)c3cc4ccccc4o3)=C(O)C(=O)N2CCCN(C)C)cc1 (stereo not drawn)	-8%	1.1%	-0.5	51	4.1%	4%	6%	20%	0.0%	1%
O=C(O)Cc1ccc(C(=O)c2ccccc2F)s1	-3%	nt	-1.1	52	1.6%	9%	6%	-3%	-4.2%	-4%
COc1ccc(/C=N/Nc2cc(C)nc(N3CCOCC3)n2)c(OC)c1	-2%	0.6%	3.6	68	3.4%	2%	2%	-10%	-0.7%	1%
COc1ccc2[nH]c3c(Cl)ncnc3c2c1	1%	-0.5%	2.0	51	1.6%	-2%	3%	10%	-3.3%	3%
CCN(CC)C(=O)CN(c1cc(Cl)ccc1OC)S(=O)(=O)c1ccc(C)c([N+](=O)[O-])c1	2%	-1.4%	1.9	42	3.4%	4%	4%	-4%	2.3%	6%
CCN(CC)c1ccc(/C=C(/C#N)c2nc3ccc(C)cc3[nH]2)c(OC(C)C)c1	?	0.1%	-1.4	41	7.8%	2%	5%	7%	0.2%	-4%
